Assay outcomes: PubChem, National Center for Advancing Translational Sciences (NCATS)
HEK293 cAMP ctrl = counter-screen for TSHR agonists: cAMP increase in parental HEK293. actives 2.5% (n = 73,000). Potency, µM (doses to about 57.1 µM), without a hit: top-dose activation, most hits filed as activators. parental HEK293 CNG cAMP sensor, membrane potential fluorescence; further: potency means the concentration at half of the fitted maximal effect; % of control where 0% means no effect; nearly all actives have a fitted effect of over 55% in size
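Parental HEK 293 cells stably expressing a cAMP-gated CNG channel were loaded with membrane potential dye containing 100 uM RO 20-1724 for 60 min. Compound added for 30 min; depolarization read as fluorescence intensity at 590 nm.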
GFP derepression = epigenetic GFP locus derepression in mouse cells; actives 0.09% (n = 68,000); mouse C127i GFP locus derepression, cytometry, 30 h; Potency, µM (highest dose often 46.1 µM), without a hit: top-dose GFP derepression (activation); further: % of control where 0% means no effect
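Murine C127i mammary cells carrying a silenced, stably integrated CMV-driven GFP reporter were treated with compound for 30 hours at 37 C. After PBS washes, GFP-positive cells were counted by laser-scanning microplate cytometry.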
BRCT PPI red = inhibitors of human BRCA1 BRCT-phosphoprotein interaction (red fluorophore). Potency, µM (series often up to 76.9 µM), inactives show at the highest dose activity change, negative = inhibition, hits mostly inhibitors. AID 892. actives 0.03% (n = 75,000). BRCT-phosphopeptide binding, red fluorescence polarization; further: on the % scale 0 is the no-effect control and ±100 the full control effect
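Rhodamine-labelled pBACH1 10-mer (100 nM) bound to BRCT domain (100 nM) at pH 7.3; compounds incubated 12 min room temperature, polarization read. Free peptide defines full inhibition; unlabelled decapeptide titrated as control.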
A350 autofl = compounds fluorescent in Alexa 350 spectral region; Compound autofluorescence, 340/450 nm, Alexa 350 dye-equivalents; active compounds read high; max dye-equivalent concentration, M; actives 11% (n = 59,000); AID 590; in the data active means max dye-equivalent concentration above about 10 nM; inconclusive means mostly about 1.1 nM to 9.6 nM
Casp1 inh = caspase-1 (human) inhibition, allosteric or competitive | P29466 | Caspase-1 enzyme, Ac-WEHD-AFC fluorogenic rate | Potency, µM (series often up to 57.5 µM), for the others: at the highest dose activity change, negative = inhibition, usual class: inhibitors | actives 0.03% (n = 75,000);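 further: potency means the concentration at half of the fitted maximal effect; plate controls were vehicle for no effect and no substrate for full effect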
USP2a inhib = USP2a (human) protease inhibition; Potency, µM (titrated, usually from 38.3 µM), for the others: at the top dose activity change, negative = inhibition, most hits filed as inhibitors; USP2a enzymatic assay, qHTS inhibition; AID 927; actives 0.1% (n = 60,000); O75604;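 further: potency means the concentration at half of the fitted maximal effect; nearly all actives have a fitted effect of over 60% in size; plate controls were DMSO for no effect and NEM full inhibition control for full effect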
Target sequence (O75604 whole entry, looked up): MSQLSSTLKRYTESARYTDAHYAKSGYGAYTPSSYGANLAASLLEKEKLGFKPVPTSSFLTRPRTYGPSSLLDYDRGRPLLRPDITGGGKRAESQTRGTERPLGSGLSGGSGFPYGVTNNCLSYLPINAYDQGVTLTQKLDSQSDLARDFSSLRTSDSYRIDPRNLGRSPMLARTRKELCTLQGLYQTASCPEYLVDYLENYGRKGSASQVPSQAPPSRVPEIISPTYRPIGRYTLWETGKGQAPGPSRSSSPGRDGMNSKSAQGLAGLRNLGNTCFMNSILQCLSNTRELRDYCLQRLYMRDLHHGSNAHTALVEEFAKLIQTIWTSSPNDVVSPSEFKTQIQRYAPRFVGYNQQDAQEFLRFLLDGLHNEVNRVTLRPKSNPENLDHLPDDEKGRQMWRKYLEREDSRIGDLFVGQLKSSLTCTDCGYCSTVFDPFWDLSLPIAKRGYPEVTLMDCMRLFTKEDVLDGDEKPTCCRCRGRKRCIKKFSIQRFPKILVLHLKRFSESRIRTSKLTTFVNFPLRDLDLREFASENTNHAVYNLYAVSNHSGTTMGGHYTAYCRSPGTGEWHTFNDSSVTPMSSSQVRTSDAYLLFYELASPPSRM
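Inhibition is measured in a cell-free coupled assay with 20 nM USP2 core, 20 nM Ub-PLA2 and 20 uM NBD C6-HPC, 2.5 h incubation. Activity normalized to NEM control.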
Caspase-7 inhib = caspase-7 (human) inhibition, allosteric or competitive | P55210 | recombinant caspase-7, Ac-DEVD-AFC fluorescence rate | Potency, µM (highest dose often 57.5 µM), without a hit: at the highest dose activity change, negative = inhibition, actives largely listed as inhibitors | actives 0.02% (n = 75,000) | AID 889; active means well fitted inhibition curve with a large enough effect in the main read-out, with a control signal flat, not every such curve was filed as active; inconclusive means small, poorly fitted or top-dose-only effect, or a change in a side signal; further: potency means the concentration at half of the fitted maximal effect; % of control where 0% means no effect
Target sequence (P55210 24-198 limits assumed): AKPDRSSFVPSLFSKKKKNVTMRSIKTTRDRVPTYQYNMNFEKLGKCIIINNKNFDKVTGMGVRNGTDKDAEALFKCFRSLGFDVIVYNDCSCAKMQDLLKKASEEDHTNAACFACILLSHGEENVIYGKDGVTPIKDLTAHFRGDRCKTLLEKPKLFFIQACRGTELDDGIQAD
Target sequence (P55210 207-303 limits assumed): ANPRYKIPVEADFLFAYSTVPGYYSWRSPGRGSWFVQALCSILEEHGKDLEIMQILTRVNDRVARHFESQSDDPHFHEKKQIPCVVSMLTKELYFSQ
BRCT inh green = BRCA1 BRCT-phosphoprotein interaction inhibition; actives 0.05% (n = 75,000); AID 875; Potency, µM (top dose mostly 76.9 µM), for inactives: at the highest dose activity change, negative = inhibition, hits mostly inhibitors; BRCA1 BRCT-phosphopeptide binding, green fluorescence polarization; P38398;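 further: potency means the concentration at half of the fitted maximal effect; plate controls were peptide without protein for full effect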
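Fluorescence polarization: His-tagged BRCT (~35 kDa BRCA1 C-terminus, 250 nM) bound to 100 nM fluorescein-labeled phosphorylated 10-aa BACH1 peptide, pH 7.3 phosphate buffer with DTT and Tween 20. Compounds incubated 12 min at room temperature; inhibition read as lowered polarization.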
4MU fluor = compounds fluorescent in 4-MU spectral region; max dye-equivalent concentration, M; compound autofluorescence, 340/450 nm, 4-MU equivalents; active compounds read high; actives 11% (n = 59,000); AID 589; in the data active means max dye-equivalent concentration above about 10 nM; inconclusive means mostly about 1.1 nM to 9.6 nM
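Intrinsic fluorescence at 340/450 nm (ex/em) was read after 15 min at room temperature in pH 8.0, 100 mM Tris. Each compound concentration expressed as 4-MU-equivalent concentration from a six-point 4-MU standard series on each plate.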
Fluorescein autfl = compound autofluorescence in fluorescein spectral region; max fluorescein-equivalent concentration, M; Compound autofluorescence, 480/540 nm, fluorescein-equivalent; active compounds read high; AID 593; actives 0.91% (n = 59,000); in the data active means max fluorescein-equivalent concentration above about 10 nM; inconclusive means between about 1.1 nM and that limit
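First, buffer (100 mM Tris, pH 8.0) dispensed; second, compounds and fluorescein standards pinned in; third, 15 min room-temperature incubation; finally, imaging at ex 480 nm/em 540 nm. Fluorescence normalized against the six-point fluorescein curve.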
UbGFP stabilizer = proteasome inhibitors stabilizing ubiquitin-GFP reporter; 67,000 tested, under 10 active; Potency, µM (titrated, usually from 45.9 µM), inactives show at the top dose activation (GFP accumulation), actives largely listed as activators; Ubiquitin-GFP reporter cells, proteasome inhibition, GFP fluorescence; response scale: untreated = 0%, 10 µM MG-132 = 100%; active means well fitted activation curve with a large enough effect, not every such curve was filed as active; inconclusive means small, poorly fitted or top-dose-only effect, or another doubt; inactive means no such curve, though single readings can be large or run the other way; further: potency means the concentration at half of the fitted maximal effect
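U2OS Ub(G76V)-GFP reporter; O/N plating, 0.5% FBS; cpd 46 uM–2.9 nM, 4 h, 37 °C; GFP+ cell count, 488/515 nm; norm. to basal vs 10 uM MG-132; CRC fit.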
Active calls of the source: *; i = inactive; ? = inconclusive; · = not tested or not shown; [ ] = dose if it differs, or a comment. Unless noted, the call rests on the fitted dose curve; in most records, active means well fitted curve in the direction sought with a large enough effect; inconclusive means small, poorly fitted or top-dose-only effect, or another doubt; inactive means no such curve, though single readings can be large; an effect the other way counts as inactive or inconclusive.

SMILES | HEK293 cAMP ctrl | GFP derepression | BRCT PPI red | A350 autofl | Casp1 inh | USP2a inhib | Caspase-7 inhib | BRCT inh green | 4MU fluor | Fluorescein autfl | UbGFP stabilizer
O=S(=O)(NCCCO)c1ccc2c(c1)Cc1cc(S(=O)(=O)NCCCO)ccc1-2 | 4% | 1% | -0.9% | i | -2% | 2% | -1% | -1.2% | i | ? | -7%
COc1ccc(N2CCN(C(=O)C34CCC(C)(C(=O)C3)C4(C)C)CC2)cc1 (stereo not drawn) | 4% | -2% | 0.3% | · | -1% | -1% | -4% | -1.6% | · | · | 0%
O=C(NCc1cccs1)C1CCN(S(=O)(=O)c2cccc3nsnc23)CC1 | 1% | -3% | 1.8% | i | 0% | 0% | 0% | -2.9% | i | i | 3%
COc1ccccc1NC(=O)N1CCCC(C(=O)Nc2cccc(C)c2C)C1 (stereo not drawn) | 15% | 0% | -0.7% | i | -1% | 3% | 2% | -2.3% | i | i | 2%
O=C(CSc1nc2ccccc2c(=O)[nH]1)Nc1ccc(S(=O)(=O)N2CCCC2)cc1 | 3% | 0% | 0.1% | i | -1% | 30%[activator] | -3% | -1.5% | i | i | -3%
O=C1NCC(O)=C1C=NCCCO | 3% | 0% | -2.9% | i | 1% | 4% | 1% | -1.8% | i | i | 0%
CS(=O)(=O)N(CC(=O)N1CCC(C(N)=O)CC1)c1ccc(Oc2ccccc2)cc1 | 11% | 2% | -1.1% | · | 2% | 17% | 1% | -1.0% | · | · | -12%
COc1ccc2[nH]c(=O)c(C(c3nnnn3C3CCCC3)N(C)C3CCCCC3)cc2c1 (stereo not drawn) | ? | -1% | -1.0% | 5.5e-08M* | -5% | 25% | -8% | -0.4% | 4.2e-08M* | ? | -4%
Cn1c(SCc2ccc(Br)cc2)nnc1-c1cccs1 | ? | -5% | -1.9% | i | -2% | 10% | 0% | -2.4% | i | ? | ·
N#Cc1nc(-c2ccco2)oc1NCc1ccco1 | 3% | 0% | -1.2% | ? | 0% | -5% | -1% | -2.6% | i | i | -4%
Cc1ccc2cc(C(c3nnnn3C3CCCC3)N3CCN(c4ccc(F)cc4)CC3)c(=O)[nH]c2c1 (stereo not drawn) | -4% | -1% | 0.5% | i | -9% | 29% | -9% | 0.9% | i | ? | -7%
O=S(=O)(NCc1ccco1)c1cccc(S(=O)(=O)N2CCCCC2)c1 | 17% | 1% | -0.8% | i | 0% | 22% | 0% | -1.0% | i | i | -1%
Cc1cc(-c2ccccc2)nn1-c1nc2c(c(=O)[nH]c(=O)n2C)n1C | 7% | 0% | -0.7% | ? | -1% | 5% | -1% | -0.7% | ? | i | ·
COC(=O)c1ccc(C(NC(=O)OCc2ccccc2)/C(C)=C/[C@@H](C)C(=O)NC2CCCCC2)cc1 (stereo partly drawn) | 16µM* | · | 0.1% | · | -2% | · | -1% | -1.3% | · | · | ·
c1ccc(COc2ccc(OCCOCCn3cncn3)cc2)cc1 | -1% | 3% | -1.4% | i | -8% | 10% | -2% | 1.3% | i | i | 7%

Full records, quoted from the list:
Results for `COc1ccc2[nH]c(=O)c(C(c3nnnn3C3CCCC3)N(C)C3CCCCC3)cc2c1` (stereo not drawn) : HEK293 cAMP ctrl = ?; GFP derepression = -1%; BRCT PPI red = -1.0%; A350 autofl = 5.5e-08M*; Casp1 inh = -5%; USP2a inhib = 25%; Caspase-7 inhib = -8%; BRCT inh green = -0.4%; 4MU fluor = 4.2e-08M*; Fluorescein autfl = ?; UbGFP stabilizer = -4%
Results for `O=C1NCC(O)=C1C=NCCCO` : HEK293 cAMP ctrl = 3%; GFP derepression = 0%; BRCT PPI red = -2.9%; A350 autofl = i; Casp1 inh = 1%; USP2a inhib = 4%; Caspase-7 inhib = 1%; BRCT inh green = -1.8%; 4MU fluor = i; Fluorescein autfl = i; UbGFP stabilizer = 0%
Results for `c1ccc(COc2ccc(OCCOCCn3cncn3)cc2)cc1` : HEK293 cAMP ctrl = -1%; GFP derepression = 3%; BRCT PPI red = -1.4%; A350 autofl = i; Casp1 inh = -8%; USP2a inhib = 10%; Caspase-7 inhib = -2%; BRCT inh green = 1.3%; 4MU fluor = i; Fluorescein autfl = i; UbGFP stabilizer = 7%

Further structures.
SMILES | HEK293 cAMP ctrl | GFP derepression | BRCT PPI red | A350 autofl | Casp1 inh | USP2a inhib | Caspase-7 inhib | BRCT inh green | 4MU fluor | Fluorescein autfl | UbGFP stabilizer
CCOC(=O)/C=C(\C)Nc1cc(C)nn1-c1ccccc1 | 10% | 1% | -0.5% | · | -1% | -5% | 1% | -4.2% | · | · | -9%
CC[C@@H](C)[C@H](NS(=O)(=O)c1ccc(C)cc1)C(=O)N1CCC(C(=O)NCC(=O)O)CC1 | 3% | 2% | -2.4% | ? | 3% | -7% | 0% | -0.8% | ? | ? | 3%
COc1cc(/C=c2\sc3nc(-c4ccncc4)nn3c2=O)ccc1OC(C)=O | -1% | 2% | 0.5% | i | -4% | 19% | -2% | -0.6% | i | i | -8%
CN(N=O)c1ccc(/C=C\c2ccnc3ccccc23)cc1 | 1%[11.4 µM] | 3%[9.22 µM] | 0.2%[15.4 µM] | 2.8e-07M* | 0%[11.5 µM] | · | 0%[11.5 µM] | 0.7%[15.4 µM] | 2.5e-07M* | i | 0%[9.17 µM]
Cc1cc(C(=O)O)c(S(C)(=O)=O)s1 | 1% | 0% | -0.6% | i | 0% | 0% | -2% | -1.0% | i | ? | 5%
COCc1nnc(NC(=O)c2ccc(NC(=O)C(C)C)cc2)s1 | -3% | -1% | -0.2% | i | -2% | 0% | 1% | -1.8% | i | i | 7%
COc1ccc2nc(NC(=O)CCc3nc(-c4ccccc4F)no3)sc2c1 | -2% | 3% | -1.0% | i | 0% | -13% | 1% | -1.6% | i | i | 1%
COC(=O)C(CCSC)NC(=O)Cn1ncc2c(=O)oc3ccc(C)cc3c21 (stereo not drawn) | ? | 0% | 0.8% | · | 1% | · | 0% | 2.3% | · | · | 15%
Oc1ccc2c(c1)OCO2 | -6% | · | 0.5% | · | -1% | · | 1% | -1.4% | · | · | ·
O=C(CSc1nnc(-c2ccccn2)n1-c1ccccc1)Nc1ccc2c(c1)OCO2 | 5% | 0% | 0.5% | i | -1% | -6% | -5% | -0.6% | i | ? | 1%
O=C(COC(=O)c1n[nH]c2ccccc12)Nc1ccc(S(=O)(=O)N2CCCC2)cc1 | -10% | 8% | 1.6% | i | -3% | 32%[activator] | -4% | -0.4% | i | i | -2%
O=C(COc1ccc(S(=O)(=O)N2CCCCC2)cc1)N1CCCCCC1 | 2% | 3% | 1.4% | i | 0% | 1% | -3% | -0.5% | i | i | 5%
O=C(O)C1CC(=O)N(c2ccc(Br)cc2)C1 (stereo not drawn) | 6% | 3% | 2.4% | i | -1% | -3% | 1% | -0.4% | i | i | 0%
CC1CC(=O)c2cnc(NCc3ccco3)nc2C1 (stereo not drawn) | -3% | -2% | -0.4% | 1.4e-08M* | -5% | -2% | 0% | -0.2% | 1.1e-08M* | ? | -3%
CCOC(=O)C1C(=O)Nc2nc3ccccc3n2C1C(C)C (stereo not drawn) | 8% | -2% | 0.5% | i | -1% | 5% | 0% | -3.1% | i | ? | 7%
CC[C@](N)(CCC(=O)O)C(=O)O | 2% | 1% | 0.6% | · | 0% | · | 2% | 0.9% | · | · | 0%
COc1ccccc1C(=O)NCCCn1cc(Br)c(C)n1 | 6% | 4% | 0.5% | i | -4% | 4% | 0% | 0.9% | i | ? | -6%
CCCCC(c1nnnn1CCOC)N1CCN(C(=O)c2ccco2)CC1 (stereo not drawn) | 12% | 3% | -0.9% | i | -2% | · | 5% | -2.7% | i | i | -2%
O=C(c1ccco1)N1CCC2(CC1)CN(c1ccccn1)C2 | 11% | 5%[9.22 µM] | 0.7% | i | -3% | -3% | 1% | -2.4% | i | ? | -9%
O=C(NCC12CC3CC(CC(C3)C1)C2)c1cc2n(n1)C(C(F)(F)F)CC(c1ccco1)N2 (stereo not drawn) | -12% | 12% | -2.2% | ? | -4% | 34%[activator] | -5% | 1.3% | ? | i | 1%
COc1ccc(CC(=O)Nc2cc(Cl)ccc2O)cc1 | -17% | -3% | -1.2% | i | 0% | 0% | -2% | -1.2% | i | i | 1%
COc1ccccc1CNC(=O)CC(NS(=O)(=O)c1ccc(C)cc1)c1ccco1 (stereo not drawn) | 3% | -1% | -1.1% | i | 1% | 7% | 0% | -1.3% | i | i | -10%
COc1ccccc1NC(=O)c1ccc(COc2ccccc2OC)o1 | ? | 1% | -2.3% | i | -4% | 5% | 0% | 1.8% | i | i | 2%
COc1ccccc1N(CN1C(=O)c2ccccc2C1=O)C(=O)c1cccnc1 | -7% | 5% | -0.8% | i | -1% | -1% | 2% | -1.7% | i | i | -2%

This is a subset; the hit share may differ from the screen's.
